# MBNL1 CUG block = MBNL1-poly(CUG) RNA binding inhibition. 280,000 tested, 0.036% active. Q9NR56. Potency, µM (series often up to 57.5 µM), for the others: top-dose activity change, negative = inhibition, usual class: inhibitors. AID 2675. TR-FRET MBNL1-His/biotin-(CUG)12 binding, 665/545 ratio; active = well fitted inhibition curve with a large enough effect in the signal ratio, with a control signal flat, not every such curve was filed as active; inconclusive = small, poorly fitted or top-dose-only effect, or effect the other way, or a change in a side signal; inactive = no such curve, though single readings can be large or run the other way; the % refers to the signal ratio; note: potency is the fitted concentration of half-maximal effect; % is set by controls: 0 for no effect and ±100 for the full control effect
#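 His-tagged MBNL1 binding to biotinylated (CUG)12 RNA was measured by TR-FRET using terbium anti-His antibody (0.055 ng/ul final) and streptavidin-XL665 (5 nM final). Compounds were titrated 92 nM to 58 uM; 60 min at room temperature.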
# Menin-MLL TR inh = displaces Texas Red mutant MLL peptide from human menin | Menin + Texas Red MLL mutant peptide, fluorescence polarization | AID 1768 | 270,000 tested, 0.23% active | O00255 | Potency, µM (titrated, usually from 61.6 µM), inactives show at the highest dose FP activity change, negative = inhibition, hits mostly inhibitors; active = well fitted inhibition curve with a large enough effect in the polarisation, with a control signal flat, not every such curve was filed as active; inconclusive = small, poorly fitted or top-dose-only effect, or effect the other way, or a change in a side signal; inactive = no such curve, though single readings can be large or run the other way; the % refers to the polarisation; note: potency is the fitted concentration of half-maximal effect; % of control where 0% means no effect; many of its hits are not listed in these tables
# VP16 counter = inhibits Gal4-VP16 luciferase reporter, ROR gamma counter-screen; Drosophila S2 Gal4-VP16 UAS-luciferase, luminescence, 20 h; Potency, µM (doses to about 53.6 µM), for the others: top-dose activity, negative = inhibition, hits mostly inhibitors; 310,000 tested, 3.5% active;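 note: Gal4-VP16 expression switched on by copper sulfate through the metallothionein promoter; potency is the fitted concentration of half-maximal effect; % is set by controls: 0 for no effect and ±100 for the full control effect; nearly all actives have a fitted effect of over 50% in size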
# KCNH2 3.1 inh = inhibitors of human KCNH2 3.1 potassium channel isoform; 340,000 tested, 0.95% active; U2OS KCNH2 3.1, thallium flux FluxOr; active compounds read low; activity change, % (tested at about 1.8 µM);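 active = maximum activity change below -70%; inconclusive = maximum activity change from -70% to -50%; inactive = maximum activity change above -50%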;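 note: thallium influx rate constant from kinetic fluorescence after stimulation buffer; % is set by controls: 0 for no effect and ±100 for the full control effect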
#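 Virally transduced U2OS (3.1 isoform, 4 h infection in dark at RT) → overnight 37 C → FluxOr + Red40 in HBSS/HEPES, 45 min → stimulation buffer, 2 min kinetic read → rate constant vs DMSO controls.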
# PKM2 act = activators of human pyruvate kinase M2. P14618. purified PKM2, Kinase-Glo ATP luminescence, activation; response scale: 0% is enzyme alone, no compound. Potency, µM (doses to about 57.5 µM), without a hit: at the highest dose activation, hits mostly activators. 260,000 tested, 0.34% active; note: potency is the fitted concentration of half-maximal effect; % is set by controls: 0 for no effect and ±100 for the full control effect; nearly all actives have a fitted effect of over 55% in size
#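 Purified hPK-M2 (>95% pure) converted ADP (0.1 mM final) to ATP with 0.5 mM PEP in 50 mM imidazole pH7.2, KCl, MgCl2, Tween 20, BSA; 1 h at room temperature. ATP detected by Kinase-Glo luminescence.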
# FLuc modulator = firefly luciferase modulation, counter-screen for miR-21 project | Potency, µM (top dose mostly 57.5 µM), without a hit: at the top dose activity change, negative = inhibition, most hits filed as inhibitors | purified FLuc, Km substrates, luminescence inhibition | P08659 | 360,000 tested, 6.9% active;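 note: potency is the fitted concentration of half-maximal effect; plate controls were vehicle for no effect and reference inhibitor for full effect; nearly all actives have a fitted effect of over 55% in size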
# Target sequence (P08659 whole entry, looked up): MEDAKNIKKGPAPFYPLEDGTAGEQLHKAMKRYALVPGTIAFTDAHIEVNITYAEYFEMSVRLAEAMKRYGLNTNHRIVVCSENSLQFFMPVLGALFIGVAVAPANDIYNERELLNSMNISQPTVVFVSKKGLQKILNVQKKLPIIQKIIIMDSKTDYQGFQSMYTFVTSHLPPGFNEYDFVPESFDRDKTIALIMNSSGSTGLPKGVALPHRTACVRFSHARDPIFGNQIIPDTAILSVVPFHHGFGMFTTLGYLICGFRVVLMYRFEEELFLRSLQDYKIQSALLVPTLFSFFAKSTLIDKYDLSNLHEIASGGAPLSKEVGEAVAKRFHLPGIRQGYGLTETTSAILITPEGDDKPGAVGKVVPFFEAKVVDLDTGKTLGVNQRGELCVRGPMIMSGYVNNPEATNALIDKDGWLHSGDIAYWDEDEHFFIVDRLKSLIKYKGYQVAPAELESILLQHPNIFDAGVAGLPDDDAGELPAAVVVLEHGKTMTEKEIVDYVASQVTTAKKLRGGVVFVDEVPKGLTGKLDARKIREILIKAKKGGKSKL
#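 Purified P. pyralis luciferase, 10 nM final, with Km-level 10 uM D-luciferin and 10 uM ATP in 50 mM Tris acetate pH 7.5, 10 mM Mg acetate, 0.01% Tween-20, 0.05% BSA; 6-point qHTS titration about 60 µM downward; luminescence read.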
# Mito fusion yeast = mitochondrial division inhibition or fusion activation; S. cerevisiae fusion-defective mutant growth rescue, CellTiterGlo 48 h; Potency, µM (doses to about 46.1 µM), without a hit: at the top dose growth rescue (activation), usual class: activators; 320,000 tested, 0.23% active; AID 485298;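 note: potency is the fitted concentration of half-maximal effect; % of control where 0% means no effect; nearly all actives have a fitted effect of over 45% in size; temperature-sensitive fusion mutants such as fzo1-1 at 37 °C on non-fermentable ethanol glycerol medium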
#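 Luminescent cell viability in 1536-well qHTS format served as the measure of rescued growth in ts fusion-mutant S. cerevisiae cultured on non-fermentable YPEG for 48 hours at 37C.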
# NPC1 prom act = activates the NPC1 promoter; Huh7 NPC1 promoter luciferase reporter, 24 h; Potency, µM (series often up to 9.22 µM), without a hit: at the top dose activation, hits mostly activators; 320,000 tested, 2.4% active; AID 485313;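 note: potency is the fitted concentration of half-maximal effect; % of control where 0% means no effect; nearly all actives have a fitted effect of over 60% in size; reporter is driven by a mutant NPC1 promoter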
#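 Huh7 reporter cells (NPC1 promoter driving luciferase) are dosed with compound for 24 h at 37 °C, 5% CO2; luciferase detection reagent is then added and luminescence measured after 10 min at ambient temperature.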
# RORgamma inh = blocks mouse ROR gamma transcriptional activity; AID 2551; Potency, µM (highest dose often 53.6 µM), for the others: at the top dose activity change, negative = inhibition, hits mostly inhibitors; P51450; 310,000 tested, 5.4% active; Drosophila S2 Gal4-RORgamma UAS-luciferase reporter, 20 h; note: potency is the fitted concentration of half-maximal effect; % is set by controls: 0 for no effect and ±100 for the full control effect; nearly all actives have a fitted effect of over 60% in size
# Target sequence (P51450 whole entry, looked up, the tested form may be a part): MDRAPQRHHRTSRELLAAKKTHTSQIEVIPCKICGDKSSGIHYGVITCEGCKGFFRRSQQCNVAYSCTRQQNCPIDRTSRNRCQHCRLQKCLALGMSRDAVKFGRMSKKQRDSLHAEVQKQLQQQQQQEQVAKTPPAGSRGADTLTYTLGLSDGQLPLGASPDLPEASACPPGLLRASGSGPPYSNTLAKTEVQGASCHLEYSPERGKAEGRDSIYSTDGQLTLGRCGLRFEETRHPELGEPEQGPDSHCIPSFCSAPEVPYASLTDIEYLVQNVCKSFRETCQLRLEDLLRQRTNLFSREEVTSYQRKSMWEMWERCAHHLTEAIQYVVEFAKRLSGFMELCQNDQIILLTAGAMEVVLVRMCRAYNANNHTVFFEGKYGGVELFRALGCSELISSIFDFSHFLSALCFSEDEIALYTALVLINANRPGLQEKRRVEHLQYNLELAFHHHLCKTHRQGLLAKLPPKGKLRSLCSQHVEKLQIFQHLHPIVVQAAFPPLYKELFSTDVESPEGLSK
#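 In this cell-based reporter format, copper sulfate (700 uM final) drives Gal4–ROR gamma fusion expression from a metallothionein promoter in Drosophila Schneider cells; compounds preincubated 1 hr, reporter read after 20 hr at ambient temperature.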
# ELG1 DNA repair = ELG1-dependent DNA repair inhibition; HEK293T ELG1-luciferase reporter, luminescence, 16 h; DNA damage induced by 5-fluorouridine; Potency, µM (highest dose often 46.1 µM), for inactives: top-dose activity change, negative = inhibition, actives largely listed as inhibitors; 330,000 tested, 2.3% active; note: potency is the fitted concentration of half-maximal effect; % is set by controls: 0 for no effect and ±100 for the full control effect; nearly all actives have a fitted effect of over 55% in size
#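 Step one: seed 2,000 cells per well. Step two: pin-transfer compound or DMSO alongside 5-fluorouridine. Step three: incubate 16 hr, 37 °C, 5% CO2. Step four: add ONE-Glo, wait 30 min, read luminescence.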
# Rab9 prom act = activates the Rab9 promoter; Huh7 Rab9 promoter-luciferase reporter, luminescence, 24 h; Potency, µM (series often up to 9.22 µM), for inactives: top-dose activation, negative = inhibition, actives largely listed as activators; 320,000 tested, 2.8% active; AID 485297; note: potency is the fitted concentration of half-maximal effect; % of control where 0% means no effect; nearly all actives have a fitted effect of over 60% in size
#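 Cell-based reporter: Huh7 stable for Rab9 promoter-driven luciferase, plated in reduced-serum medium with 10% FBS at 1500 cells/well, compound-treated 24 h at 37 °C, luminescence read after 10 min reagent.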
# An asterisk follows results filed as active; ? = inconclusive; . = not tested or not shown; & = joins results of further samples; [ ] = dose if it differs, or a comment. Unless noted, calls come from the whole dose curve; as a rule, active = well fitted curve in the direction sought with a large enough effect; inconclusive = small, poorly fitted or top-dose-only effect, or another doubt; inactive = no such curve, though single readings can be large; an effect the other way counts as inactive or inconclusive.
no.	Molecule	MBNL1 CUG block	Menin-MLL TR inh	VP16 counter	KCNH2 3.1 inh	PKM2 act	FLuc modulator	Mito fusion yeast	NPC1 prom act	RORgamma inh	ELG1 DNA repair	Rab9 prom act
1	Cc1ccc(O)c(NC(=O)CSc2n[nH]c(C)c2[N+](=O)[O-])c1	13%	?	-28%	9	10%	-11%	6%	-14%	13%	?	-1%
2	Cc1ccc2c(N)c(C(=O)N(c3ccccc3)c3ccccc3)sc2n1	?	9%	-20%	-3	13%	1%	4%	3%	19%	?	-5%
3	Cc1nc2ccc(S(=O)(=O)NCC(=O)N3CCCC(C)C3)cc2s1 (stereo unspecified)	-9%	-23%	9%	5	3%	-1%	28%	0%	38%	5%	-2%
4	CC(C)(C)C(=O)NC1(C(F)(F)F)NC(=O)N(c2ccccc2F)C1=O (stereo unspecified)	-1%	.	3%	-17	-3%	0%	-3%	-1%	-34%	23%	-3%
5	S=c1[nH]nc(Cc2cccs2)n1-c1ccccc1Cl	4%	1%	?	-36	-2%	-2%	-2%	-6%	6.3µM*	6%	0%
6	CCc1noc(C)c1C(=O)Nc1sc(C(=O)N(C)C)c(C)c1C(=O)OC	-1%	-8%	3%	-4	-27%	-1%	12%	1%	-35%	?	6%
7	O=C(NCCCO)c1ccc(CSc2nc3ccccc3[nH]2)cc1	-4%	6%	?	-9	-1%	?	-4%	4%	9%	5%	17%
8	CC(C)c1nnc(NC(=O)CCC(=O)NCCc2ccccc2)s1	2%	.	-2%	19	4%	3%	-9%	1%	12%	17%	-8%
9	O=C(CSc1nnnn1C1CCCCC1)NCc1ccccc1	-1%	3%	2%	-2	-11%	-1%	0%	-1%	7%	18%	-1%
10	CCOc1ccc(NC(=O)Nc2ccc3c(c2)N(C)C(=O)CS3)cc1	-20%	9%	-7%	3	-16%	-48%	7%	-1%	26%	?	-4%
11	Cc1c(NC(=O)C(C)OC(=O)/C=C/c2ccccc2)c(=O)n(-c2ccccc2)n1C (stereo unspecified)	4%	-2%	2%	-7	-39%	5%	-6%	-7%	20%	0%	3%
12	OCC1N=C(c2ccccn2)OC1c1ccccc1 (stereo unspecified)	-3%	-2%	-2%	4	0%	0%	3%	3%	-19%	-10%	0%
13	CCOC(=O)CNc1nc2ccccc2n2c(C)nnc12	3%	-3%	-4%	18	-1%	3%&-3%	1%	-1%	?	-8%	-1%
14	O=C(NCc1ccccc1)N(Cc1cc2cc3c(cc2[nH]c1=O)OCCO3)CC1CCCO1 (stereo unspecified)	-4%	?	11%	-21	0%	?	0%	0%	27%	?	3%
15	O=C(Cn1cnnn1)OCC(=O)c1ccc(Cl)s1	36%[activator]	?	-2%	-13	-3%	0%	-1%	0%	7%	?	-2%
16	O=C(COC(=O)CCCN1C(=O)c2ccccc2C1=O)Nc1cc(Cl)cc(Cl)c1	15%	?	2%	-9	9%	-11%	-2%	1%	-1%	0%	-4%
17	COc1ccc(OC)c(NC(=O)CCn2cccc2)c1	4%	8%	1%	-3	3%	0%	-1%	0%	-2%	-18%	1%
18	COc1cccc(C(=O)NCCS(=O)(=O)NCCc2ccccc2)c1	.	.	.	-15	.	?	1%	?	.	?	?
19	CCOc1ccc(/C(CC)=N/NC(=O)C2(C)CC2(Br)Br)cc1 (stereo unspecified)	-13%	-12%	2%	13	-1%	5%	5%	1%	-17%	6%	0%
20	CC(=O)N1CCN(S(=O)(=O)c2cccc(C(=O)N(C)Cc3ccc(C)o3)c2)CC1	.	.	.	12	.	0%	-8%	-3%	.	15%	-2%

# Reprinted from the part before: 4 compounds, then new ones.
no.	Molecule	MBNL1 CUG block	Menin-MLL TR inh	VP16 counter	KCNH2 3.1 inh	PKM2 act	FLuc modulator	Mito fusion yeast	NPC1 prom act	RORgamma inh	ELG1 DNA repair	Rab9 prom act
17	COc1ccc(OC)c(NC(=O)CCn2cccc2)c1	4%	8%	1%	-3	3%	0%	-1%	0%	-2%	-18%	1%
18	COc1cccc(C(=O)NCCS(=O)(=O)NCCc2ccccc2)c1	.	.	.	-15	.	?	1%	?	.	?	?
19	CCOc1ccc(/C(CC)=N/NC(=O)C2(C)CC2(Br)Br)cc1 (stereo unspecified)	-13%	-12%	2%	13	-1%	5%	5%	1%	-17%	6%	0%
20	CC(=O)N1CCN(S(=O)(=O)c2cccc(C(=O)N(C)Cc3ccc(C)o3)c2)CC1	.	.	.	12	.	0%	-8%	-3%	.	15%	-2%
21	CCN(Cc1ccc(OC)c(F)c1)C(C)C(=O)Nc1ccc(S(=O)(=O)N2CCCC2)cc1 (stereo unspecified)	.	.	.	-11	.	.	14%	-1%	.	?	0%
22	Cc1ccc(C2C3=C(CC(C)(C)CC3=O)NC3=C2C(=O)c2ccccc23)cc1 (stereo unspecified)	.	?	?	16	14%	-7%	12%	-1%	13%	?	-3%
23	CCN(CC)S(=O)(=O)c1cc(NS(=O)(=O)c2cccc(Cl)c2Cl)ccc1C	.	2%	0%	3	-2%	0%	8%	-6%	39%	-13%	-3%
24	COc1ccc(OC)c(CN(CCN2CCOCC2)C(=O)Nc2cccc(Cl)c2)c1	-3%	?	-1%	-5	3%	-2%	5%	2%	40%	?	-2%
25	Brc1cccc(-c2nnc(SCc3ccon3)n2-c2ccccc2)c1	-1%	-15%	7%	-8	0%	3%	0%	1%	12%	-11%	-3%
26	CC(C)CNc1nc(Oc2ccc(=O)[nH]n2)nc(N(C)C)n1	-4%	7%	-9%	17	-3%	2%	0%	-3%	-1%	15%	-3%
27	C/C=C/c1ccc(OCCN2C(=O)NC(C)(C)C2=O)c(OC)c1	-2%	-2%	-6%	6	6%	11%	-2%	.	-6%	.	.
28	CCOC(=O)c1oc2cc(O)cc(C)c2c(=O)c1-c1cscn1	21%	20%	-4%	3	0%	?	1%	-4%	42%	-1%	?
29	CCOC(=O)Cc1csc(NC(=O)CCNS(=O)(=O)c2ccc3c(c2)CCC(=O)N3)n1	-5%	-14%	-4%	0	4%	5%	-1%	-1%	1%	0%	-1%
30	C/C=C(\C)C(=O)NCCN1C2=NC[C@@H](C)N2C[C@H]1Cc1ccc(O)cc1	6%	12%	0%	-22	5%	0%	-3%	6%	-26%	12%	11%
31	N#CNC1=NCN(Cc2ccccc2)CN1	-8%	3%	-14%	16	-11%	2%	-2%	9%	-8%	0%	-1%
32	CC(OC(=O)C1CCN(S(=O)(=O)c2ccccc2)CC1)C(=O)Nc1ncc(Cl)cc1Cl (stereo unspecified)	7%	-5%	-3%	-1	1%	2%	3%	0%	1%	-4%	-2%
33	CCCCOC(=O)c1[nH]c2c(c1C)C(=O)CC(c1cc(OC)c(OC)c(OC)c1)C2 (stereo unspecified)	16%	3%	?	-10	0%	7%	8%	-20%	?	?	-25%
34	COc1ccc(N2CCN(S(=O)(=O)c3ccc(-n4cnnn4)c(C)c3)CC2)cc1	5%	15%	?	-7	-22%	0%	-1%	2%	-1%	?	1%
35	O=C(O)c1ccccc1C(c1ccc(O)cc1)c1ccc(O)cc1	-2%	6%	5%&-3%	19	.	0%	0%	0%	33%&12%	13%	1%[1.84 µM]
36	CC1(C)CCCN(Cc2c(O)ccc3c(=O)c(-c4nc5ccccc5s4)c(N)oc23)C1	-1%	.	-13%	6	-5%	6µM*	1%	11%	-36%	?	?
37	Cc1cc(C)n(-c2nnc(Cl)c3ccccc23)n1	-5%	19%	-19%	-3	-1%	-11%	-1%	1%	0%	7%	0%
38	CCCC(=O)N(C)c1nnc(-c2ccc(OC)cc2)s1	4%	3%	12%	15	2%	7.6µM*	7%	27%	?	?	4µM*

# Screening results deposited in PubChem by National Center for Advancing Translational Sciences (NCATS).

# Some of the compounds tested; the hit share may differ from the screen's.
